Screening data (PubChem)
Vif-A3G inh = blocks the Vif interaction with human APOBEC3G; HeLa A3G-eYFP + Vif (tagged APOBEC3G with the HIV-1 protein that degrades it), YFP fluorescence, overnight; hit rate 0.076% among 410,000; Potency, µM (top dose mostly 46.1 µM), without a hit: at the top dose activity, negative = active, actives largely listed as inhibitors;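 also: potency is read from the fitted curve at half-maximal effect; % is scaled to controls: 0 for no effect and ±100 for the full control effect; nearly all actives have a fitted effect of over 60% in size; hits raise eYFP signal because A3G escapes Vif-driven loss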
Target sequence (Q9HC16 whole entry, looked up): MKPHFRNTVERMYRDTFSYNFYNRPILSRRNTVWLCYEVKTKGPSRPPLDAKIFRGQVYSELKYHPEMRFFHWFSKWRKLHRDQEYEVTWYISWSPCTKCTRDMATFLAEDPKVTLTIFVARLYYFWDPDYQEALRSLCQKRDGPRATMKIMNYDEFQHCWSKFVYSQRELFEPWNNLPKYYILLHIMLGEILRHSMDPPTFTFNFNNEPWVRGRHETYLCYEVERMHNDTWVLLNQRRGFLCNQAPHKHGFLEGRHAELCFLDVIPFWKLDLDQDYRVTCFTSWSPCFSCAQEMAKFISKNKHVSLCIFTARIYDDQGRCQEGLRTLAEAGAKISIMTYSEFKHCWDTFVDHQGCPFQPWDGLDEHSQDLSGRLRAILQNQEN
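Read-out is eYFP fluorescence (Ex 488/Em 500-530) from Vif-expressing HeLa A3G-eYFP cells; more signal means A3G escaped Vif-mediated degradation. Cells plated overnight, compound pinned in, incubated overnight at 37 deg C.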
D2 PAM = positively modulates the human D2 dopamine receptor allosterically. P14416. HEK293 T-REx D2, calcium flux, EC20 dopamine potentiation. potentiation, % at 10 µM. hit rate 0.34% among 340,000;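 active = potentiation over 3 SD above the plate norm, cut at about 30% in these data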; also: 0% is about no effect
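Calcium flux readout, no-wash dye, 1 read/s. Inducible HEK293 Trex D2 line, overnight 30 C. Compound alone 180 s (agonist flags), then EC20 dopamine, another 180 s to score potentiation.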
D1 potentiator = potentiators of human D1 dopamine receptor; HEK293 TREx D1 cells, calcium flux, dopamine EC20 potentiation; potentiation, % at 10 µM; hit rate 0.036% among 360,000; AID 504651; in the data active = potentiation above about 30%; also: 0% is about no effect
Target sequence (P21728 whole entry, looked up): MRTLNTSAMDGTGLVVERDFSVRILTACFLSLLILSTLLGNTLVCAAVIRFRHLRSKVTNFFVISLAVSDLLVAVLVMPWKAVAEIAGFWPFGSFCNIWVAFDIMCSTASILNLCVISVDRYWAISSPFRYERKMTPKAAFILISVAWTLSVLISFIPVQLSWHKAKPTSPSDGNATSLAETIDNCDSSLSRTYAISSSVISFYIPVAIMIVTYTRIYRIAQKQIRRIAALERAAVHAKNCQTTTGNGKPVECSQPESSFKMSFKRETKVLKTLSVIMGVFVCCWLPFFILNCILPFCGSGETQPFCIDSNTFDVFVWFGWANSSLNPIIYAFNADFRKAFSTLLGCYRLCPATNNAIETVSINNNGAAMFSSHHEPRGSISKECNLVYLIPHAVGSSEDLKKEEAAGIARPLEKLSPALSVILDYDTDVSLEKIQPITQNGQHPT
Vif-A3F inh = Vif-A3F binding inhibition. HeLa A3F-eYFP + Vif (tagged APOBEC3F with the HIV-1 protein that degrades it), YFP fluorescence increase. Potency, µM (titrated, usually from 46.1 µM), for inactives: at the top dose activity, negative = active. hit rate 0.2% among 390,000. AID 602313; also: potency is read from the fitted curve at half-maximal effect; % of control where 0% means no effect; nearly all actives have a fitted effect of over 65% in size
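Fluorescence increase (Ex 488/Em 500-530) after overnight compound treatment at 37 deg C flags inhibition of Vif-driven A3F-eYFP loss in stable HeLa A3F-eYFP/Vif cells seeded overnight beforehand.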
RXFP1 agonist = RXFP1 (human) receptor agonism | HEK293T-RXFP1 cAMP TR-FRET, 30 min; response scale: percent of porcine relaxin response, buffer zero | Potency, µM (titrated, usually from 57.5 µM), for the others: top-dose activation, actives largely listed as activators | hit rate 0.3% among 370,000; also: potency is read from the fitted curve at half-maximal effect; % is scaled to controls: 0 for no effect and ±100 for the full control effect; nearly all actives have a fitted effect of over 60% in size; many of its hits are not listed in these tables
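Agonist response is measured as cAMP accumulation in an RXFP1-transfected HEK293T line under PDE4 inhibition. Values are scaled between buffer-only and 29 nM porcine relaxin, and EC50s come from standard Hill equation fits.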
Glioma ERSR ind = inducers of ER stress response in human glioma cells | hit rate 0.02% among 420,000 | Potency, µM, without a hit: at the highest dose activation, usual class: activators | U87-MG GRP78 promoter luciferase reporter, 16 h | AID 602332; also: potency is read from the fitted curve at half-maximal effect; series mostly up to about 76 µM; % of control where 0% means no effect; nearly all actives have a fitted effect of over 35% in size
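Stably transfected U87-MG glioma cells carrying a GRP78-based luciferase sensor; 16 h compound incubation. Luminescence end-point read 10 min after Bright-Glo addition at room temperature.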
D1 antagonist = blocks dopamine activation of the human D1 receptor. P21728. HEK293 TREx D1 cells, calcium flux, dopamine EC80; hits give low values. activity change, negative = inhibition, % at 10 µM. hit rate 3.2% among 360,000. AID 504652; in the data active = activity change below about -30%; also: % is scaled to controls: 0 for no effect and ±100 for the full control effect
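Tetracycline-induced HEK293 T-REx cells with force-coupled D1 receptor were loaded with a no-wash calcium dye. Compound was added after a 10 s baseline and read kinetically for 180 s; EC80 dopamine was then added and calcium flux followed another 180 s.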
RXFP1 antagonist = antagonists of human relaxin receptor RXFP1; Q9HBX9; HEK293-RXFP1, relaxin-stimulated cAMP HTRF, 30 min; hits give low values; activity change, negative = inhibition, % at 57.5 µM; hit rate 0.59% among 350,000; AID 1259400;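 active = activity change of -60% or lower, but not beyond a set lower limit; inconclusive = change between -60% and -40%, or beyond the set limit; inactive = change above -40%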; also: % is scaled to controls: 0 for no effect and ±100 for the full control effect
D1 ag = activates the human D1 dopamine receptor; HEK293 T-REx D1 cells, calcium flux, agonist mode; hit rate 1% among 360,000; activation, % at 2 µM; AID 504660; P21728; in the data active = activation above about 30%; also: 0% is about no effect
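Agonism was scored from calcium flux recorded over 180 s (1 read/s) after pintool compound addition, following a 10-cycle baseline. Cells were inducible force-coupled HEK293 TREx D1, plated overnight at 30 C and loaded with no-wash calcium dye.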
Active calls of the source: *; ? = inconclusive; / = no result given. Unless noted, calls follow the shape of the dose curve; as a rule, active = well fitted curve in the direction sought with a large enough effect; inconclusive = small, poorly fitted or top-dose-only effect, or another doubt; inactive = no such curve, though single readings can be large; an effect the other way counts as inactive or inconclusive. Some of the compounds tested; rates above refer to the full screens.

Value order – Vif-A3G inh	D2 PAM	D1 potentiator	Vif-A3F inh	RXFP1 agonist	Glioma ERSR ind	D1 antagonist	RXFP1 antagonist	D1 ag
COc1ccc(CNC(=O)COC(=O)c2c(C)nn(-c3ccccc3)c2C)cc1OC
  -1.0%	23.4	-7.0	-5.6%	0.0%	-4.0%	-26.0	-11.7	0.3
COc1ccc(NC(=O)C(=O)NNC(=O)COc2ccc(OC)cc2)cc1
  6.2%	9.8	-1.6	13.1%	8.4%	-2.3%	4.0	-2.9	0.8
Cc1ccc(C)c(NC(=O)C(Cc2ccccc2)n2cccc2)c1 (configuration not stated)
  3.0%	-14.6	-5.4	-3.3%	1.2%	-1.6%	-23.0	?	18.6
CCN(CC)/C(Sc1ccccc1)=C(\C(Cl)=C(Cl)Cl)[N+](=O)[O-]
  3.1%	/	-0.6	-10.6%	3.0%	-3.1%	3.2	1.6	1.6
CCCCOC(=O)C1=C(C)NC(=O)NC1c1ccc(N(C)C)cc1 (configuration not stated)
  -3.3%	-0.8	-1.9	10.6%	5.6%	1.7%	-3.8	-2.1	4.5
COC(=O)NNC(=O)c1ccccc1OC
  -1.1%	2.4	-4.8	-1.2%	0.1%	-1.5%	-7.2	6.6	0.9
COc1ccc(/C=C2/N=C(SC)NC2=O)cc1OC
  -0.4%	-10.5	-0.2	-0.6%	-1.9%	0.5%	-24.1	-8.7	-0.3
COCCN(C(=O)COC(=O)COc1ccc(Cl)c(C)c1)c1c(N)n(Cc2ccccc2)c(=O)[nH]c1=O
  0.9%	11.1	-0.9	-5.8%	-2.4%	-2.2%	8.8	-8.6	1.3
CC(CCc1ccccc1)NC(=O)c1nnc(Cc2ccc(Cl)cc2)o1 (configuration not stated)
  -3.3%	8.3	-6.8	1.5%	0.1%	-1.3%	-4.0	/	3.5
Cc1ccccc1CC1(CO)CCCN(C(=O)c2ccccc2Cl)C1 (configuration not stated)
  3.1%	1.3	-0.6	-4.6%	3.0%	0.2%	4.6	-4.1	4.5
Cc1cccc(NC(=O)c2cccc(NC(=O)c3ccco3)c2)c1
  2.4%	/	/	18.1%	/	-3.3%	/	-18.2	/
O=c1c2ccccc2nc(-c2ccco2)n1-c1nc2ccccc2s1
  -1.5%	7.7	0.2	3.0%	1.4%	-1.0%	-0.3	12.6	1.8
CCC(Cc1ccccc1)NC(=O)c1cc(S(=O)(=O)N2CCCCC2)c[nH]1 (configuration not stated)
  -3.6%	-8.0	-4.4	5.7%	-0.6%	-4.2%	5.5	/	-1.1
O=C(Nc1ccc(F)cc1)c1cccn1-c1nnc(N2CCCCC2)s1
  -7.0%	-25.5	-1.2	-0.2%	-0.7%	2.3%	-8.8	-14.9	7.2
C/C(=C\c1ccccc1F)C1Nc2cccc3cccc(c23)N1
  -0.2%	/	-0.2	-9.2%	-1.2%	-4.4%	/	/	0.0
COc1ccc(OC)c(C(=O)CSc2nnc(-c3cccs3)o2)c1
  2.5%	/	-0.8	-4.2%	2.4%	4.5%	-7.3	11.2	5.4
Cc1cccc(CNC(=O)CS(=O)(=O)c2cccc3nsnc23)c1
  -3.1%	-5.8	-4.0	-0.2%	-1.4%	-2.2%	-3.2	/	-0.1
Cc1ccc(S(=O)(=O)N(C)C)cc1NC(=O)COC(=O)/C=C/c1ccc2c(c1)OCO2
  2.3%	-14.2	-7.7	7.0%	-0.6%	0.7%	-9.0	12.1	12.0
CCOC(=O)C1=C(O)/C(=C\c2cccc(OC)c2)N=C1C
  -0.3%	/	/	-2.6%	-3.3%	-2.9%	/	-15.1	/
Clc1ccc2c(c1)Nc1ccccc1CC2
  -2.7%	/	/	4.4%	/	0.4%	/	10.8	/
CCN(CC(=O)N(CC(C)C)c1c(N)n(CC(C)C)c(=O)[nH]c1=O)Cc1nc2ccccc2c(=O)[nH]1
  0.6%	-0.4	-4.7	7.3%	2.6%	-3.2%	-13.8	-1.5	1.2
CC(=O)c1ccc(N2CCN(C(=O)NCc3noc4ccc(C)cc34)CC2)cc1
  0.9%	-0.7	-6.0	4.0%	3.9%	0.7%	-15.8	-8.0	0.0
O=C(OCc1ccc(Cl)cc1)c1cnccn1
  0.8%	9.5	-9.8	-2.4%	3.5%	-1.2%	-12.2	8.8	-0.4
Cc1cc(NC(=O)CSc2nnc(-c3ccoc3C)n2N)no1
  0.4%	-5.7	2.2	-9.0%	0.9%	-3.0%	-1.2	4.4	0.9
Cc1ccc(Cn2c(=O)c3ccccc3n3c(CCC(=O)NCCN4CCOCC4)nnc23)cc1
  1.7%	-27.2	-4.7	-1.7%	12.1%	-2.5%	13.6	2.0	4.1
Cc1c(C(=O)O)oc2c(F)cccc12
  -0.3%	-8.0	7.4	1.2%	0.8%	-1.1%	-8.4	-3.1	1.0
c1ccc2c(c1)OCCOCCOCCO2
  -0.3%	-2.5	2.5	5.4%	1.0%	-5.3%	0.3	-6.9	2.4
COCC(C)N=C1NN=C(c2cccs2)C(CC(=O)O)S1 (configuration not stated)
  -3.4%	4.5	1.4	-6.9%	-1.6%	-4.6%	-22.8	-9.1	-0.5
COc1ccccc1/C=N/NC(=O)CN(C1=NS(=O)(=O)c2ccccc21)c1ccccc1
  -2.6%	-4.7	5.7	-7.1%	0.0%	2.1%	1.2	0.2	6.9
Cc1cc(C(=O)NNS(=O)(=O)c2cc(C(=O)O)ccc2Cl)c(C)n1-c1ccccc1
  1.8%	-9.0	-1.9	1.3%	0.8%	-8.4%	-1.7	0.0	2.3
O=c1c(Cc2c(F)cccc2Cl)c(O)ccn1Cc1ccc2c(c1)OCO2
  -0.4%	-9.8	-6.8	1.4%	0.2%	-0.7%	/	3.2	-0.7
O=S(=O)(NCc1csc(-c2cccnc2)n1)c1ccc2c(c1)OCCO2
  -0.7%	5.9	-0.9	-0.4%	3.4%	-0.9%	-7.6	-12.6	1.8
Cc1sc2nc(CN3CCOCC3)nc(N3CCN(S(=O)(=O)c4ccccc4)CC3)c2c1C
  -3.2%	-11.0	-8.2	1.2%	3.5%	-4.5%	0.2	5.0	-0.1
CCN(CC)c1ccc(/C=N/NC(=O)Cc2nnc(NC(=O)Nc3ccccc3)s2)cc1
  -15.9%	-8.0	-7.8	-26.2%	1.2%	7.0%	-9.8	-36.8	3.3
Cc1ccc(C)c(Cn2c3ccccc3c3cnn(CC(=O)NCCCc4ccccc4)c(=O)c32)c1
  -1.0%	13.8	-1.0	1.1%	2.8%	-4.8%	9.6	-0.2	-1.5
O=C(Cn1c(NCCO)nc2ccccc21)c1ccc(Cl)cc1Cl
  3.4%	9.8	-7.9	0.6%	-0.4%	1.6%	18.7	-22.6	1.9
O=C(OCc1nnc(-c2ccc(Cl)cc2)o1)C12CC3CC(CC(O)(C3)C1)C2
  4.7%	-8.2	-8.0	12.5%	-0.9%	2.7%	-75.3*	-10.2	8.3
CCOc1ccc(NC(=O)NC2CCCCCCC2)cc1
  1.1%	-0.2	-5.3	-3.5%	1.2%	5.6%	-13.8	0.1	0.7
CN(Cc1ccccc1)c1ccc(-c2nc(-c3ccco3)no2)cc1[N+](=O)[O-]
  -0.8%	-11.8	-3.1	-0.8%	11.2%	2.9%	-3.9	/	4.5
Cc1noc(NS(=O)(=O)c2ccc(NC(=O)c3ccc(Br)o3)cc2)c1C
  3.0%	-0.4	2.2	-4.2%	18.5%	0.2%	-10.5	3.0	2.0
CCC(=O)N1CCc2cc(Br)cc(S(=O)(=O)CCC(=O)N(CC)CC)c21
  -0.3%	1.7	0.8	-14.1%	-1.7%	-1.8%	18.7	-20.9	4.1
Cc1ccc2c(C)c(C(=O)NCCN3CCCC(O)C3)oc2c1C (configuration not stated)
  0.5%	-11.4	2.4	-8.9%	1.6%	2.0%	6.9	-111.8*	-1.5
COc1ccc(C(=O)NN2C(=S)N(c3ccc(OC)cc3)C(=O)C2CC(N)=O)cc1 (configuration not stated)
  -3.3%	4.9	4.1	-3.4%	-0.8%	-2.3%	-2.6	-1.3	2.3
O=[N+]([O-])c1ccc(N2CCN(CC3CCCCC3)CC2)cc1
  3.0%	3.4	-4.8	3.8%	-4.1%	-1.9%	-25.3	?	2.0
COc1cccc(/C=N/Nc2nc3ccccc3[nH]2)c1OC
  -0.4%	-12.1	3.8	1.6%	-2.5%	0.6%	-3.4	-11.9	14.4
Cc1c(NC(=O)CN2CCN(c3ccc(O)cc3)CC2)c(=O)n(-c2ccccc2)n1C
  -0.3%	2.1	-4.7	-10.6%	-3.9%	-5.6%	-29.3	-4.1	1.1
CC(C)(C)n1nnnc1C(c1cccs1)N1CCCC2(CCCCC2)C1 (configuration not stated)
  0.3%	-15.3	2.8	-0.4%	-0.5%	-2.3%	-13.7	2.6	0.1
CC(=O)c1cc2c(cc1NC(=O)CCCC(=O)O)OCO2
  -0.5%	-9.1	-10.2	0.0%	1.6%	-2.9%	-7.0	-0.7	4.6
O=[N+]([O-])/C(C(=C(Cl)Cl)N1CCN(Cc2ccccc2)CC1)=C1\NCCN1Cc1ccc(Cl)nc1
  -0.5%	-4.0	-6.5	12.3%	0.0%	-2.7%	6.2	-19.1	1.4
CCn1c(COc2ccccc2)nnc1SCC(=O)Nc1ccc2c(c1)OCCO2
  0.1%	-1.7	0.3	-1.1%	-1.0%	-5.4%	6.2	5.0	2.9
Cc1ccc(C)c(NC(=S)NCc2ccc3[nH]c4c(c3c2)CCCC4)c1
  2.9%	2.6	8.3	-5.4%	1.8%	-3.2%	-7.1	-18.6	-0.5
COc1cc(/C=N/Nc2nc(C)cc(C)n2)ccc1O
  0.1%	/	/	-0.7%	/	-1.9%	/	-3.1	/
CCOC(=O)c1cnc2ccc(Br)cc2c1NCCCN1CCOCC1
  -0.1%	-2.5	-5.4	0.0%	?	-3.3%	-29.4	1.6	0.6

A section from further up, for reference:
Value order – Vif-A3G inh	D2 PAM	D1 potentiator	Vif-A3F inh	RXFP1 agonist	Glioma ERSR ind	D1 antagonist	RXFP1 antagonist	D1 ag
COc1cc(/C=N/Nc2nc(C)cc(C)n2)ccc1O
  0.1%	/	/	-0.7%	/	-1.9%	/	-3.1	/
CCOC(=O)c1cnc2ccc(Br)cc2c1NCCCN1CCOCC1
  -0.1%	-2.5	-5.4	0.0%	?	-3.3%	-29.4	1.6	0.6
